# Source: PubChem BioAssay (Sanford-Burnham Center for Chemical Genomics)
# SENP8 inh: SENP8 protease inhibitors, primary screen, biochemical, luminescence; hit rate 1.2% among 330,000; AID 2540, 2010; purified SENP8, Z-RLRGG-aminoluciferin cleavage; inhibition, % at 10 µM; Sentrin-specific protease 8 (Homo sapiens), Q96LD8
# UBC13 polyUb: UBC13 polyubiquitin chain formation inhibitors, primary screen, biochemical, TR-FRET, uHTS; Ubiquitin-conjugating enzyme E2 N (Homo sapiens), P61088; inhibition, % at 20 µM; hit rate 0.47% among 330,000; in the data active means inhibition above about 45%, passing the limit was not always enough
# Target sequence (P61088 whole entry, looked up): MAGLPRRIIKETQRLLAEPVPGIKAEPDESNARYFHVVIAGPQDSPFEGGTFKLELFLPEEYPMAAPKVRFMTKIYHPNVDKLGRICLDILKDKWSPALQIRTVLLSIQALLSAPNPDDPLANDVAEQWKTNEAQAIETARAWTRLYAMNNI
# Apaf1 inhib: inhibitors of human Apaf-1 apoptosome, primary screen, biochemical, DEVD-Rh110 fluorescence, uHTS. AID 489030, 2010. Apoptotic protease-activating factor 1 (Homo sapiens), O14727. reconstituted apoptosome caspase-3 activity. inhibition, % at 20 µM. hit rate 0.71% among 330,000; active means inhibition of at least 40% at 20 µM;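 further: plate controls were DMSO wells for no effect and DEVD-CHO caspase inhibitor wells for full effect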
#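 Material: reconstituted apoptosome with Apaf-1, cytochrome c, caspase-9, procaspase-3, dATP; medium: pH 7.5 Hepes buffer with CHAPS, BSA, DTT; also added: cytochrome c and DEVD-Rh110 substrate; timing: 30 min plus 50 min, RT; signal: Rh110 fluorescence intensity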
# Gli-Sufu block: Gli-Sufu pathway antagonists, primary screen, luciferase luminescence, Sufu-KO-LIGHT cells, uHTS; inhibition, % at 5 µM; Sufu-KO-LIGHT fibroblasts, Gli luciferase reporter luminescence; hit rate 0.74% among 340,000;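 active means inhibition above about 55%, limit read from the data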;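 further: 0% = DMSO-treated cells and 100% = wells with medium but no cells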
# HKDC1 inhibitor: HKDC1 hexokinase inhibitors, primary screen, biochemical, fluorescence, uHTS; Q2TB90; recombinant HKDC1, G6PDH/diaphorase resazurin coupled fluorescence; inhibition, % at 20 µM; hit rate 0.16% among 340,000; AID 493160, 2011;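 active means inhibition above about 35% when tested at 20 µM, limit read from the data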;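 further: plate controls were DMSO wells with enzyme for no effect and DMSO wells lacking enzyme for full effect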
# Target sequence (Q2TB90 whole entry, looked up): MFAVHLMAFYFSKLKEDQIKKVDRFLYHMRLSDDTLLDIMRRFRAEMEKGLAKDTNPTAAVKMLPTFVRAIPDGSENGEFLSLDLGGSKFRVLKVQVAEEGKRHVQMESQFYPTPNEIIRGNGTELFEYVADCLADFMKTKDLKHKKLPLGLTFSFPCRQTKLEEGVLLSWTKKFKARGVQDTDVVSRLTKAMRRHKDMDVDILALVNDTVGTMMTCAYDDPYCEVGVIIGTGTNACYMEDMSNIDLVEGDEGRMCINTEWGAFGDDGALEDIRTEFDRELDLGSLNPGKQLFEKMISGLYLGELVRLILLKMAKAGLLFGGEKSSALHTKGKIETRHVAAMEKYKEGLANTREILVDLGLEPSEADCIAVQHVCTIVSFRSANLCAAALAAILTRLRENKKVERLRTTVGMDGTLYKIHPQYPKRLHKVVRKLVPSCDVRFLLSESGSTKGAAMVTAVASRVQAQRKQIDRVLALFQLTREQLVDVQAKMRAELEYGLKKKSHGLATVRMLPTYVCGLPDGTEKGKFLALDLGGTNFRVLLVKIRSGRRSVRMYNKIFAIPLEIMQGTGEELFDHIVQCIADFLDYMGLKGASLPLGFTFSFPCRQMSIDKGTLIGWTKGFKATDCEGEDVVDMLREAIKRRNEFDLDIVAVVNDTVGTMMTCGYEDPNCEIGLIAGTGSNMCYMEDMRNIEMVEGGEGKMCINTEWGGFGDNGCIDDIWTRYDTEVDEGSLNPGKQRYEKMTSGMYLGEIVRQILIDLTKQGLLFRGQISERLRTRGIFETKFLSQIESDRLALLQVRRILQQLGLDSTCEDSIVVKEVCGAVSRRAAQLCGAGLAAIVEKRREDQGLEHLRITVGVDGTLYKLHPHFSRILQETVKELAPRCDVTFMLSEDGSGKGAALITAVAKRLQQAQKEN
#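 System: Recombinant HKDC1 hexokinase | Amount: HKDC1 at 5 µg/mL | Reagent: Glucose with 1 mM ATP | Doses: Single 20 µM dose | Incubation: Reaction time 90 min, room temperature, protected from light | Signal: Coupled resazurin fluorescence, excitation 525 nm, emission 613 nm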
# 697 NFkB inh: inhibitors of PMA/ionomycin-induced NF-kB reporter, 697 cells, primary screen, B-cell NF-kB inhibitor project, cell-based, luminescence, uHTS; 697 B-cell NF-kB luciferase reporter, 16 h; inhibition, % at 4 µM; hit rate 0.33% among 330,000; in the data active means inhibition above about 35%
# Jurkat NFkB inh: inhibitors of induced NF-kB luciferase reporter, primary screen, TCR NF-kB activation inhibitor project, cell-based, luminescence, uHTS | AID 435003, 2010 | hit rate 0.53% among 330,000 | inhibition, % at 4 µM | Jurkat, PMA/ionomycin-induced NF-kB luciferase reporter
# SENP7 block: SENP7 protease inhibitors, primary screen, biochemical, luminescence, uHTS; inhibition, % at 5 µM; Sentrin-specific protease 7 (Homo sapiens), Q9BQF6; hit rate 1.5% among 330,000; recombinant SENP7, Z-RLRGG-aminoluciferin luminescence, 40 min;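 active means inhibition above about 50% at the single test dose, limit read from the data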;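 further: plate controls were DMSO with enzyme for no effect and no enzyme buffer wells for full effect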
# Active calls of the source: *. Unless noted, no stated cut-off is given here; in the data, active means inhibition above about 50%; inactive means the rest.
structure,SENP8 inh,UBC13 polyUb,Apaf1 inhib,Gli-Sufu block,HKDC1 inhibitor,697 NFkB inh,Jurkat NFkB inh,SENP7 block
CCCCC1=CC2=CC(=O)C(C)(OC(=O)CC)C(=O)C2=CN1c1ccc(OC)cc1 (configuration not stated),-2,-54,20,-5,16,15,13,0
O=[N+]([O-])c1ccc(NCCN2CCOCC2)c([N+](=O)[O-])c1,-6,-17,5,-5,-5,10,6,2
c1ccc(SCc2cn3cccnc3n2)nc1,1,6,-6,-5,-4,16,3,-1
CCOC(=O)c1nc2nc(C)cc(=O)n2[nH]1,-3,1,-15,-9,-11,-14,0,-2
COc1ccc(NC(=O)C2=CC(c3ccc(C)cc3)=NS(=O)(=O)N2C)cc1,2,6,17,-3,3,-8,-1,-8
Cc1cc(C(C)c2ccccc2)c(O)c(CN2CCOCC2)c1C (configuration not stated),-3,-8,25,8,3,-18,-15,-1
CCCNC(=O)CCCCn1c(=S)[nH]c2c([nH]c3ccc(OC)cc32)c1=O,1,-4,-9,-8,-8,20,11,-3
COc1cccc(CNc2ccc(Br)cn2)c1O,7,-3,1,-9,8,-3,-130,16
CCN(c1ccccc1)S(=O)(=O)c1ccc(C(=O)Nc2ccc(C)cn2)cc1,1,-4,19,0,1,-26,0,-3
CCOC(=O)c1csc(NC(=O)c2ccc(OC)c(OC)c2)n1,-6,6,-17,1,-5,33,10,-1
COc1ccc(OC)c(N(C(=O)c2snc(C(N)=O)c2N)C(C(=O)NCc2ccccc2)c2ccc(O)cc2)c1 (configuration not stated),-2,-4,13,3,1,13,12,-3
Cc1ccc(NC(=S)N2CC(C)OC(C)C2)cc1C (configuration not stated),-9,-9,4,2,0,-10,-4,-8

# Next part
structure,SENP8 inh,UBC13 polyUb,Apaf1 inhib,Gli-Sufu block,HKDC1 inhibitor,697 NFkB inh,Jurkat NFkB inh,SENP7 block
CCN(CC)S(=O)(=O)c1cc(NC(=O)COC(=O)CCC(=O)c2cccs2)ccc1C,1,4,8,-2,-6,11,-14,-6
COc1ccc(CCNC(=O)CCCOc2ccc(Cl)cc2)cc1OC,7,3,10,-2,-8,12,4,0
COCCC(=O)N1CCCC(N2CCN(c3ccc(F)cc3)CC2)C1 (configuration not stated),13,3,-4,28,-7,14,-9,-4
COC(=O)C1=C(C)NC(C)=C(C(=O)OC)C1c1cn(-c2ccccc2)nc1-c1ccco1,3,8,8,-3,-1,8,-6,7
COCCCNC(=O)C1CCC(CNS(=O)(=O)c2ccc(OC)cc2)CC1 (configuration not stated),7,-7,-4,-6,-3,20,6,11
c1cnc(NC2C3CC4CC(C3)CC2C4)nc1 (configuration not stated),2,5,-1,7,16,1,6,28
CC(C)CCSc1nnc(Cn2c(=O)sc3ccccc32)n1C,3,5,-4,-8,-5,4,1,2
CCOc1ccccc1N(CC(=O)NC1CCCCC1)C(=O)CCC(=O)Nc1cc(C)ccn1,5,3,14,12,1,-21,-16,9
Cc1ccc(C(=O)Nc2c3c(nn2-c2ccccc2)CS(=O)(=O)C3)cc1C,4,-4,10,5,-7,12,3,-2
COc1ccccc1C(=O)Nc1ccnn1C1CCN(Cc2cnc(N(C)C)s2)CC1,-3,-2,4,30,-1,8,3,-7
O=C(NCC(c1ccco1)N1CCN(c2ccccc2)CC1)c1ccco1 (configuration not stated),13,4,1,-5,-6,6,11,4
Cc1ccc(S(=O)(=O)N(CC(=O)O)Cc2ccccc2F)cc1,4,2,-11,-5,-1,2,10,6

# Following part.
structure,SENP8 inh,UBC13 polyUb,Apaf1 inhib,Gli-Sufu block,HKDC1 inhibitor,697 NFkB inh,Jurkat NFkB inh,SENP7 block
CC(=O)c1ccc(NC(=O)CN2CCN(c3ncccn3)CC2)cc1,1,-10,5,-5,-4,-9,0,-2
O=C(CSc1ccc2ccccc2c1)Nn1cnnc1,-3,-18,-1,7,2,-10,-15,-8
COc1ccc(/C=C/C(=O)Nc2ccccc2C(N)=O)cc1S(=O)(=O)N1CCOCC1,-11,-9,14,-15,-4,18,7,-16
CC1CCN(CCCNC(=O)C2CCC(=O)N2C2CCCC2)CC1 (configuration not stated),10,-1,-4,-22,-4,4,-2,1
COc1ccc(-c2nc(CSCC(=O)NCc3ccco3)c(C)o2)cc1,-2,10,8,39,-8,38*,29,5
CCCCNC(=O)CCn1nc(-c2ccccc2)ccc1=O,-16,-8,4,2,-10,4,7,-3
O=C(NCc1cccc(F)c1)C1CCC(=O)N(CCCN2CCOCC2)C1 (configuration not stated),1,3,9,6,9,22,2,-2
COc1nc(C)nc2c1ccc1ccccc12,-11,8,-1,-6,-4,12,-12,-7
Cc1c(NC(=S)NC(=O)c2cc3ccccc3o2)cccc1C(=O)O,10,0,-5,-68,-3,-86,-17,10
CC(C)c1nnc(NC(=O)CCC(=O)NCC2CCCO2)s1 (configuration not stated),-6,6,-8,-3,-6,20,-2,-7
Cc1nnc(SCC(=O)NNC(=O)c2ccc(Cl)cc2)n1CC1CCCO1 (configuration not stated),-1,1,2,-16,9,7,-12,6
CC(/C=N/NC(=O)c1ccco1)=C\c1ccccc1,20,-5,5,-79,-13,-151,-90,28

# For convenience, part of the list above:
structure,SENP8 inh,UBC13 polyUb,Apaf1 inhib,Gli-Sufu block,HKDC1 inhibitor,697 NFkB inh,Jurkat NFkB inh,SENP7 block
Cc1c(NC(=S)NC(=O)c2cc3ccccc3o2)cccc1C(=O)O,10,0,-5,-68,-3,-86,-17,10
CC(C)c1nnc(NC(=O)CCC(=O)NCC2CCCO2)s1 (configuration not stated),-6,6,-8,-3,-6,20,-2,-7
Cc1nnc(SCC(=O)NNC(=O)c2ccc(Cl)cc2)n1CC1CCCO1 (configuration not stated),-1,1,2,-16,9,7,-12,6
CC(/C=N/NC(=O)c1ccco1)=C\c1ccccc1,20,-5,5,-79,-13,-151,-90,28

# (listing goes on)
structure,SENP8 inh,UBC13 polyUb,Apaf1 inhib,Gli-Sufu block,HKDC1 inhibitor,697 NFkB inh,Jurkat NFkB inh,SENP7 block
O=C(/C=C/c1ccccc1)NCCCNC(=O)/C=C/c1ccccc1,-4,17,7,-3,-1,6,-3,-3
COc1ccc(C(=O)Nc2cc(C)on2)cc1,-12,-12,-3,-70,-6,-78,-74,2
Cc1ccc(C(=O)Nc2ccc(SC(F)F)cc2)s1,10,8,7,-34,0,-146,-130,7
Cc1cccc(N/C(N)=N/c2nc(C(F)(F)F)cc(C(F)(F)F)n2)c1,7,6,6,6,-1,11,5,1
COc1ccc2c(CC#N)c[nH]c2c1,1,-2,-4,-5,-6,17,8,-6
COc1cc(-c2noc(CCC(=O)NC3CCCCC3)n2)cc(OC)c1OC,-1,7,-1,30,-1,14,14,1
O=C(NCCc1ccccc1)C1CC(c2ccccc2O)=NO1 (configuration not stated),1,0,-25,-3,15,20,-2,-1
O=C(CCS(=O)(=O)Cc1ccc(Cl)cc1)NCCCN1CCN(c2ccccc2F)CC1,-15,1,-10,6,11,4,-2,-2
NN1C(=O)/C(=C2/Sc3ccccc3N2CCCS(=O)(=O)O)SC1=S,17,-18,3,-3,-1,-2,2,0
Cc1nc2ccc(S(=O)(=O)N(C)CC(=O)NCCc3ccccc3)cc2s1,-14,-7,6,-7,-7,-14,-15,-16
CCOC(=O)c1ccc[n+](CC(=O)Nc2cc(C(F)(F)F)ccc2Cl)c1,-9,-5,-1,-6,7,12,1,-1
Cc1cnc(CN(C)C(=O)c2ccc3oc(Cc4ccccc4)nc3c2)[nH]1,-4,1,1,7,-5,-27,-15,-14

# Next section:
structure,SENP8 inh,UBC13 polyUb,Apaf1 inhib,Gli-Sufu block,HKDC1 inhibitor,697 NFkB inh,Jurkat NFkB inh,SENP7 block
Cc1cnc(CNC(=O)c2ccc3oc(Cc4ccccc4)nc3c2)[nH]1,-6,-9,4,-10,-2,-52,-26,-14
CCOc1ccc(S(=O)(=O)Nc2cccc(C(=O)NCC3(N4CCCCC4)CCCCC3)c2)cc1,-5,3,11,35,1,17,10,0
C/C(Cn1cnc([N+](=O)[O-])n1)=N\NC(=O)c1ccc(O)cc1O,-8,-1,0,-3,-6,1,8,4
CC1(OC(=O)C2CCCC2)C(=O)C=C2C=C(c3ccsc3)N(c3ccccc3)C=C2C1=O (configuration not stated),7,-56,16,2,23,-10,3,0
CC(C)(C)OC(=O)C[C@@H]1C/C=C\C[C@H](CC(=O)N(CCO)Cc2ccccc2)C(=O)N[C@@H](Cc2c[nH]c3ccccc23)COC1=O,-1,-2,16,2,25,10,-7,5
COC(=O)C[C@H]1c2cc(F)ccc2S(=O)(=O)N1Cc1ccccc1OC,-5,7,-2,-15,0,9,6,2
COc1cc(CCCN2CCNC[C@H]2Cc2ccc(O)cc2)cc(OC)c1OC,-3,30,-6,12,2,9,-3,-5
CC(=O)NC1C(OCc2ccccc2)OC2COC(c3ccccc3)OC2C1OCC(=O)O (configuration not stated),-11,-4,-1,12,-3,0,9,-7
COc1ccccc1NC(=O)NCCN1CCN(C(=O)Nc2ccccc2OC)CC1,-4,5,-3,-19,-11,7,10,-5
COc1ccc(C(=O)OC(C)C(=O)NC2CCCCC2C)cc1S(=O)(=O)N1CCOCC1 (configuration not stated),-4,-2,5,-6,-4,2,4,0
CCO[C@@H]1OC(C(=O)N2CCN(Cc3ccc4c(c3)OCO4)CC2)=C[C@H](C2CCCCC2)[C@H]1CCCO,1,9,27,-7,0,-17,7,3
CN=C1S/C(=C/c2cn(CC(=O)OC)c3ccccc23)C(=O)N1C,-1,0,7,-1,6,13,-5,0

# Further entries follow:
structure,SENP8 inh,UBC13 polyUb,Apaf1 inhib,Gli-Sufu block,HKDC1 inhibitor,697 NFkB inh,Jurkat NFkB inh,SENP7 block
COc1ccc(-c2cc(C(=O)N(C)CC(=O)Nc3cccc(F)c3)c3ccccc3n2)cc1,-1,20,21,0,-2,9,-5,-4
Cc1ccc(NC(=O)CCS(=O)(=O)c2cccc3nonc23)cc1Cl,-13,24,12,19,4,10,8,-17
N#Cc1ccc2[nH]cc(CCO)c2c1,-13,-3,1,-6,4,2,3,-6
c1ccc(CCC2Cc3ccccc3N2)cc1 (configuration not stated),-2,12,6,-9,0,11,-14,-1
COc1ccc(CN2C(=O)C3C4C=CC(C4)C3C2=O)cc1 (configuration not stated),-2,-2,-8,4,-10,-3,12,11
Cc1cccc(Cc2cnc(NC(=O)CN3C(=O)/C(=C/c4ccccc4)SC3=S)s2)c1,-15,-19,17,-9,4,2,-26,-4
CCOC(=O)c1ccc(NC(=O)COc2ccccc2CNCCO)cc1,-1,4,-10,20,1,14,-9,3
O=C1Nc2ccc(Br)cc2C1(O)c1ccc(F)cc1 (configuration not stated),0,1,3,-6,-4,-4,-6,3
Cc1oc(C)c(C(=O)Nc2ccc(CC(=O)O)cc2)c1C(=O)Nc1ccc(CC(=O)O)cc1,4,-8,0,6,-2,6,-5,5
O=C(Nc1ccc(N2CCOCC2)c(Cl)c1)c1ccc(F)cc1,-4,7,-10,-29,-5,-65,-72,-1
COC(=O)C1=C[C@@H](C(=O)OC)C2C3=C(C(=O)C24CCCCC4)[C@H](C)n2c(=O)n(C)c(=O)n2[C@@H]3C1 (some centres not stated),-7,0,-4,6,-3,-45,-40,-1
Cc1ccc(N(C)C(=O)CC(C)S(=O)(=O)c2ccc3c(c2)NC(=O)CO3)cc1 (configuration not stated),-6,-1,-4,-19,-5,-5,-14,14
COc1ccc(CCNS(=O)(=O)c2ccc3c(c2)NC(=O)CS3)cc1OC,-2,-8,-2,1,-1,5,6,8
COc1ccc(CNC(=O)Cn2nc([N+](=O)[O-])cc2C)cc1,0,7,-5,-1,2,10,-1,3
CCCCc1c(O)nc(SCC(=O)Nc2ccc3c(c2)CCC3)[nH]c1=O,2,-8,-6,0,-5,-2,1,-3
